Assay outcomes as filed in PubChem BioAssay.
IDE cell inh = inhibits human insulin-degrading enzyme in HEK cells. P14735. FAbetaB cleavage, fluorescence polarization. inhibition, % at 5.59 µM. 320,000 tested, 0.41% active;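 active = percent inhibition above the average of all tested compounds plus 3 SD, set per screening campaign, cut at about 16% in these data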;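 also: IDE supplied by intact live HEK cells; FP after avidin binding of uncleaved biotin substrate so inhibition keeps polarization high; 0% = DMSO wells and 100% = 60 µM reference IDE inhibitor Ii1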
CRFBP-R2 agonist = agonists of human CRF-binding protein/CRF-R2 receptor complex; 350,000 tested, 0.46% active; HEK293 CRF-R2/CRF-BP, calcium dye fluorescence (FLIPR); percent of saturating CRF peptide response; activation, % at 13.2 µM; AID 588473;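 active = activation of at least 50%, plus an integration ratio under a set limit after plate pattern correction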;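 also: plate controls were neutral control wells without compound for no effect and CRF at EC100 for full effect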
p-CIP stab down = compounds decreasing mouse p/CIP protein stability; Q05BA5; F442A p/CIP-EGFP cells, EGFP fluorescence, 16 h; decrease of EGFP signal, % at 10 µM; 290,000 tested, 0.01% active; AID 1984;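 active = EGFP signal decrease of at least 30% at 10 µM or well 3 SD below plate mean, unless failing retest; inactive = the rest, including hits failing retest or dose response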; also: some compounds called inactive have numbers as strong as hits; many of its hits are not listed in these tables
Target sequence (Q05BA5 1-1403): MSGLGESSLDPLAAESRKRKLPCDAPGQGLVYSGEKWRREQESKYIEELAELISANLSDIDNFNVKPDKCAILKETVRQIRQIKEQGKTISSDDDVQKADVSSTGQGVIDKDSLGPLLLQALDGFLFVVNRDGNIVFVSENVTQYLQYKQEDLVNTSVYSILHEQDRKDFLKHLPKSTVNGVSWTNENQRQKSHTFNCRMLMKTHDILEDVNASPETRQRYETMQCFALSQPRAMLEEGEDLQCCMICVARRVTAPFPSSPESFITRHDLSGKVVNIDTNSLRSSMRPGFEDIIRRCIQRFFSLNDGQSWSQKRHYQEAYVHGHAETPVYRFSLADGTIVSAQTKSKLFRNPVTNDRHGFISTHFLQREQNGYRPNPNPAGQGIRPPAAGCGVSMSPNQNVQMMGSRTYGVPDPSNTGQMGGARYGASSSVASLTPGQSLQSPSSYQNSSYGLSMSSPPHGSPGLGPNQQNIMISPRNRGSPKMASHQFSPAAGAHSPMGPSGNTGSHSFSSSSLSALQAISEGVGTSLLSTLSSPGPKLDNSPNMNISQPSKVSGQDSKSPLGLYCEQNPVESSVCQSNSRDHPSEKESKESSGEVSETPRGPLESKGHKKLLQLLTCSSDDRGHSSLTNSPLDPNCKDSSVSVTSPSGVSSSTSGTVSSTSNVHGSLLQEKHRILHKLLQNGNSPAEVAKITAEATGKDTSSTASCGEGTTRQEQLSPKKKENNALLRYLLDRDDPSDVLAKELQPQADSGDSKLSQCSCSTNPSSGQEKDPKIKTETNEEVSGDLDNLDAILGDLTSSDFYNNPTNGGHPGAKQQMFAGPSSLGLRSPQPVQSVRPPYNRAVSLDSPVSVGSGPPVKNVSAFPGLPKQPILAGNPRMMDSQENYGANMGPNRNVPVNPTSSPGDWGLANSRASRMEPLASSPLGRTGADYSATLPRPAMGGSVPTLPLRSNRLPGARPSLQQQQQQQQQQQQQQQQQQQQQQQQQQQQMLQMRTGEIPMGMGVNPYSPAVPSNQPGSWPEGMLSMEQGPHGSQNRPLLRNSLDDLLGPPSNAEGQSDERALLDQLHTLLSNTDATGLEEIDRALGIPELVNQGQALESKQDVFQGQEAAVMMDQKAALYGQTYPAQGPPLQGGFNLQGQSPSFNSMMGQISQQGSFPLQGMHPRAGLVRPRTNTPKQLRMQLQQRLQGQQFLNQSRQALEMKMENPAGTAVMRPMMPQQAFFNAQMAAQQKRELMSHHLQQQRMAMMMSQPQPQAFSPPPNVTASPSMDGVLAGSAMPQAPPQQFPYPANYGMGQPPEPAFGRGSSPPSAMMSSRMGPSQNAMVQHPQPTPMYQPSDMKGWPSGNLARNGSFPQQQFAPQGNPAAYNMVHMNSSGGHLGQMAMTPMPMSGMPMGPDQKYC
M4 PAM = positive allosteric modulators of human muscarinic M4 receptor; CHO-K1 hM4/Gqi5, Fluo-8 calcium fluorescence, ACh EC20; 0% = ACh EC20, 100% = maximal ACh; 360,000 tested, 0.4% active; AID 624126; activation, % at 3 µM;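 active = activation above its plate's cutoff, the mean activation of sample wells plus 3 SD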; also: some results filed as inactive read as strong as hits
GalR3 antagonist = blocks the human galanin receptor 3; inhibition, % at 3 µM; AID 651719; HEK293 GalR3-CNG cAMP membrane potential fluorescence; galR3 body fused to GalR1 C-terminus; 360,000 tested, 0.44% active;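 active = inhibition above the screen-wide average plus 3 SD, cut at about 13% in these data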;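 also: forskolin and galanin both at EC90 stimulate the cells; cAMP rise reported by CNG channel membrane potential dye signal; 0% = forskolin plus galanin with DMSO and 100% = forskolin alone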
IDE act = boosts human insulin-degrading enzyme activity in HEK cells; activation, % at 5.96 µM; 340,000 tested, 0.073% active; AID 493087; FAbeta-B cleavage, fluorescence polarization; 0% vehicle, 100% cell-free pure enzyme wells; P14735;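 active = activation above the mean of all tested compounds plus 3 SD, set per screening campaign, cut at about 17% in these data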
PHOSPHO1 block = blocks human PHOSPHO1 phosphatase activity | Q8TCT1 | recombinant PHOSPHO1, absorbance phosphatase assay | inhibition, % at 13.3 µM | 290,000 tested, 1.1% active | AID 1565; in the data active = inhibition above about 60%
MEKK3 PB1 HTS = modulators (inhibitors or enhancers) of MEK5 binding to human MEKK3 PB1 domain; 290,000 tested, 1.4% active; Q99759; AID 1529; bead-based flow cytometry, Alexa488-MEK5 binding to MEKK3; actives lie on both sides; 0 = blocked by unlabeled MEK5, 100 = vehicle; binding response (% of control), % at 10 µM;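 active = binding response more than 3 SD above or below the average of its plate-row segment, actives on both sides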;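 also: Alexa488 bead fluorescence after subtracting the streptavidin-only scavenger bead signal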
CRFR2-BP antag = blocks CRF-induced signaling of the CRF-BP/CRF-R2 complex; AID 588475; inhibition, % at 11.8 µM; HEK293 CRF-R2/CRF-BP, CRF-induced calcium fluorescence; 350,000 tested, 0.59% active;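 active = inhibition of the ligand-induced calcium signal above about 50% at the single tested concentration, limit read from the data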
* hit, by the source's call; · = no result given.

[1] CCCn1c(SC(C)C(=O)NCC2CCCO2)nc2cc(Cl)ccc2c1=O (stereo unspecified)
[2] CCC1(c2ccccc2)NC(=O)N(CC(=O)c2ccc3c(c2)OCO3)C1=O (stereo unspecified)
[3] CN(CC(=O)Nc1ccc(F)cc1)CC(=O)Nc1ccc(Cl)c(S(=O)(=O)N2CCOCC2)c1
[4] COc1cccc(C(=O)Nc2nnc(S(=O)(=O)N(C)c3ccccc3)s2)c1
[5] CC(c1ccccc1)C1C(C#N)=C(N)OC2=C1C(=O)CC(C)(C)C2 (stereo unspecified)
[6] O=C(NC(=S)Nc1ccccc1N1CCCC1)c1ccc(F)cc1
[7] Cc1ccccc1N(C(=O)CS(=O)CC(=O)Nc1ccc(F)cc1)C(C)C(=O)NC(C)(C)C (stereo unspecified)
[8] Cc1cc(C)c(C#N)c(SCCS(=O)(=O)c2ccc(Cl)cc2)n1

Compound,1,2,3,4,5,6,7,8
GalR3 antagonist,-5,-3,-4,-8,-6,-5,-8,-2
CRFBP-R2 agonist,1.4,-1.6,0.7,-0.4,-2.2,0.8,0.2,2.7
CRFR2-BP antag,-6,-6,-16,16,11,-75,-1,-8
M4 PAM,-1,0,-4,0,-5,-1,-4,4
IDE cell inh,2,-3,-1,-1,6,0,-3,1
PHOSPHO1 block,·,·,15,41,3,4,22,-50
p-CIP stab down,·,·,-6,-15,-11,-7,-13,-1
IDE act,6,4,0,3,1,5,3,3
MEKK3 PB1 HTS,·,·,106,99,101,104,102,104

[9] COc1ccccc1C(=O)NC(CCSC)C(=O)NCC(c1ccccc1OC)N1CCCC1 (stereo unspecified)
[10] OCCCNc1nccc(-c2cc(Nc3cccc(Cl)c3)ncn2)n1
[11] CCCCCC(=O)NC(=S)Nc1ccccc1C(=O)OC
[12] CSCCC(NC(N)=O)C(=O)N(C)CC(=O)Nc1ccc(C)cc1 (stereo unspecified)
[13] CCC(CC)=NNc1cccc([N+](=O)[O-])c1
[14] COCCNC(=S)N1CCN(C(=O)C(=O)Nc2ccc(C(=O)OC)cc2)CC1
[15] O=C(O)c1ccc(COCC(F)(F)F)cc1
[16] COc1ccc(OC)c(C(=O)NC(CC(N)=O)c2ccc(N3CCCCCC3)c([N+](=O)[O-])c2)c1 (stereo unspecified)

Compound,9,10,11,12,13,14,15,16
GalR3 antagonist,1,2,-5,3,4,-5,2,-1
CRFBP-R2 agonist,-1.4,-4.5,0.2,2.4,-0.3,-2.8,-0.9,-0.9
CRFR2-BP antag,4,-22,-27,-8,12,46,-15,5
M4 PAM,10,5,6,9,-4,-3,16,3
IDE cell inh,14,0,2,-1,-5,-2,1,0
PHOSPHO1 block,·,13,-46,-7,4,6,24,-30
p-CIP stab down,·,-10,2,-9,-9,-5,-6,0
IDE act,2,1,0,3,-1,1,5,2
MEKK3 PB1 HTS,·,95,101,102,100,100,102,102

[17] O=C(COc1ccc([N+](=O)[O-])cc1Cl)Nc1ccc2[nH]c(=O)[nH]c2c1
[18] CC(C)n1ncc2c(C(=O)O)cc(C3CC3)nc21
[19] O=c1cc(-c2ccccc2)[nH]c2ccccc12
[20] COc1ccc(NC(=O)C2CC(=O)N(C)C(=Nc3ccc4c(c3)OCO4)S2)cc1 (stereo unspecified)
[21] Cn1c2ccccc2c2cc(C(=O)NNC(=O)CCl)sc21
[22] COC(=O)c1cc(S(=O)(=O)Nc2cc(S(=O)(=O)N(C)C)ccc2C)oc1C
[23] Cc1ccc(C(=O)N2CCN(S(=O)(=O)N3CCOCC3)CC2)cc1
[24] CC1CCC2(CC1)NC(=O)N(CC(=O)Nc1cccc(S(=O)(=O)N3CCOCC3)c1)C2=O (stereo unspecified)

Compound,17,18,19,20,21,22,23,24
GalR3 antagonist,-5,-1,1,0,0,-7,0,5
CRFBP-R2 agonist,-0.1,-0.1,1.4,-2.1,1.1,-1.3,2.2,-1.1
CRFR2-BP antag,-10,3,2,6,-3,3,5,6
M4 PAM,0,1,6,-6,1,-7,-1,-13
IDE cell inh,2,4,-2,1,0,-1,-2,-4
PHOSPHO1 block,·,28,2,·,23,25,35,29
p-CIP stab down,·,2,-6,·,-5,-1,3,-14
IDE act,4,2,4,3,4,3,7,1
MEKK3 PB1 HTS,·,99,97,102,105,101,103,100

[25] COc1ccccc1N(C)S(=O)(=O)c1ccc(C(=O)NC(C)c2ccccc2)cc1 (stereo unspecified)
[26] N#CCc1nc2ccc(S(=O)(=O)N3CCOCC3)cc2s1
[27] Cn1c(CNC(=O)c2ccc(Cl)c(Cl)c2)nnc1SCC(=O)Nc1sc2c(c1C#N)CCCC2
[28] Cc1ccc(NC(=O)N2CCCc3ccccc32)cc1
[29] COc1ccc2cc(-c3[nH]ncc3CN3CCCN(c4ccccc4)CC3)ccc2c1
[30] C=CCn1c(C(C)NC(=O)c2ccccc2C)n[nH]c1=S (stereo unspecified)
[31] CCOc1cc(C2CC(=O)NC3=C2C(=O)C(C(=O)OC)C(C)C3)cc(Br)c1O (stereo unspecified)
[32] O=C(N/N=C\c1ccco1)Nc1cccc(Cl)c1

Compound,25,26,27,28,29,30,31,32
GalR3 antagonist,-3,-5,6,-3,-4,-3,2,-2
CRFBP-R2 agonist,2.0,2.9,-0.7,-4.3,-0.7,2.8,-0.4,-0.7
CRFR2-BP antag,-1,-17,-50,8,-50,5,8,4
M4 PAM,-18,-18,7,-1,8,1,6,3
IDE cell inh,0,46*,1,6,0,-1,3,1
PHOSPHO1 block,14,16,31,49,35,7,-19,-57
p-CIP stab down,-1,-41,-2,-28,1,-5,8,-13
IDE act,0,-8,1,5,4,-1,1,-3
MEKK3 PB1 HTS,89,87,100,70,103,96,102,95

[33] NC(=O)[C@@H]1CCCN1Cc1nc(-c2ccc(C(F)(F)F)cc2)no1
[34] O=C(Nc1ccccc1)C(Cc1ccccc1)c1ccccc1 (stereo unspecified)
[35] CCOC(=O)c1ccc(NC(=O)c2ccc(CN3CCc4ccccc4C3)cc2)cc1
[36] O=C(O)c1ccccc1Nc1cc(Cl)c2nonc2c1[N+](=O)[O-]
[37] Cc1ccccc1Cc1c(C)nc2ncnn2c1C
[38] COc1cccc(N2CCN(c3nc(C)cc(=O)[nH]3)CC2)c1
[39] O=C(CSc1n[nH]c(-c2ccncc2)n1)Nc1ccc(Br)cc1
[40] COC(=O)CSc1nc(-c2ccccc2)cc(-c2ccco2)c1C#N

Compound,33,34,35,36,37,38,39,40
GalR3 antagonist,-4,-6,71*,-8,-5,-9,-4,-1
CRFBP-R2 agonist,1.9,0.2,7.0,-1.3,-2.9,-1.9,-1.5,0.8
CRFR2-BP antag,-3,0,-10,-12,34,12,-5,-8
M4 PAM,-8,-5,-11,0,0,-1,-2,-8
IDE cell inh,-4,·,7,-1,-2,-2,8,2
PHOSPHO1 block,12,·,25,·,3,36,31,44
p-CIP stab down,2,·,-11,1,-7,-7,-9,-14
IDE act,1,0,-11,3,5,2,0,3
MEKK3 PB1 HTS,102,·,108,100,100,109,103,125*

[41] Cc1ccc(C2CC(C(F)F)n3ncc(C(=O)Nc4c(C)nn(Cc5c(F)cccc5Cl)c4C)c3N2)cc1 (stereo unspecified)
[42] O=C(O)/C=C/C(=O)Nc1ccc(-n2ccc(C(F)(F)F)n2)cc1
[43] Cc1cccc(C)c1NC(=S)N(CCN(C)C)C(C)c1cccnc1 (stereo unspecified)
[44] COc1ccc(/C=N/OCC(=O)N=Nc2c(O)[nH]c3ccc(Br)cc23)cc1
[45] Cc1cccc(NC(=O)NC(C)C(c2ccccc2)N2CCN(C)CC2)c1 (stereo unspecified)
[46] Cc1ccc(S(=O)(=O)N2CCN(C(=O)COC(=O)/C=C/c3cccc(Cl)c3)CC2)c(C)c1
[47] CC(C)C12NC(=O)NC(=O)N1CCS2 (stereo unspecified)
[48] O=C(COc1ccccc1)NCC(c1ccco1)N1CCN(c2ccccc2)CC1 (stereo unspecified)
[49] Cc1ccc(NC(=O)CCn2nc(C)cc2C)c(C)c1
[50] CN(CCc1ccccn1)C(=O)CCC1CCCN(C(=O)c2c3c(nn2C)CCCC3)C1 (stereo unspecified)
[51] Cc1noc(C)c1NC(=O)Nc1ccc2c(c1)C(=O)N([C@H](C)CO)C[C@H](C)[C@@H](CN(C)S(=O)(=O)c1ccccc1)O2

Compound,41,42,43,44,45,46,47,48,49,50,51
GalR3 antagonist,-2,-2,-4,-3,-2,-4,8,-4,0,-4,1
CRFBP-R2 agonist,4.3,-3.9,-2.6,-1.9,-4.1,1.6,-1.5,-1.3,1.7,1.3,-0.1
CRFR2-BP antag,-55,-3,-2,55*,-10,8,9,0,-8,2,-2
M4 PAM,6,19,-2,-1,-4,13,4,-1,-1,-7,-12
IDE cell inh,-2,2,-2,1,3,·,·,1,4,6,12
PHOSPHO1 block,-17,29,-5,23,21,·,·,·,3,20,·
p-CIP stab down,-1,-1,0,-5,-15,·,·,·,2,-10,·
IDE act,-2,-2,3,4,5,-3,7,-1,-2,-3,1
MEKK3 PB1 HTS,107,102,94,98,100,·,·,·,113,98,·

Some of these compounds in order of the M4 PAM value, smallest number first.
[50] CN(CCc1ccccn1)C(=O)CCC1CCCN(C(=O)c2c3c(nn2C)CCCC3)C1 (stereo unspecified)
[45] Cc1cccc(NC(=O)NC(C)C(c2ccccc2)N2CCN(C)CC2)c1 (stereo unspecified)
[43] Cc1cccc(C)c1NC(=S)N(CCN(C)C)C(C)c1cccnc1 (stereo unspecified)
[48] O=C(COc1ccccc1)NCC(c1ccco1)N1CCN(c2ccccc2)CC1 (stereo unspecified)
[41] Cc1ccc(C2CC(C(F)F)n3ncc(C(=O)Nc4c(C)nn(Cc5c(F)cccc5Cl)c4C)c3N2)cc1 (stereo unspecified)
[42] O=C(O)/C=C/C(=O)Nc1ccc(-n2ccc(C(F)(F)F)n2)cc1

Compound,50,45,43,48,41,42
GalR3 antagonist,-4,-2,-4,-4,-2,-2
CRFBP-R2 agonist,1.3,-4.1,-2.6,-1.3,4.3,-3.9
CRFR2-BP antag,2,-10,-2,0,-55,-3
M4 PAM,-7,-4,-2,-1,6,19
IDE cell inh,6,3,-2,1,-2,2
PHOSPHO1 block,20,21,-5,·,-17,29
p-CIP stab down,-10,-15,0,·,-1,-1
IDE act,-3,5,3,-1,-2,-2
MEKK3 PB1 HTS,98,100,94,·,107,102

Not a hit list. About 4.2% of those tested had a hit in this group.
